Screening data (PubChem BioAssay)
KCNH2 3.1 block = qHTS for Inhibitors of KCHN2 3.1: Mutant qHTS; Potassium voltage-gated channel subfamily H member 2, brain isoform KCNH2 3.1 (human); U2OS KCNH2 3.1, thallium flux FluxOr; active compounds read low; activity change, % (tested at about 1.8 µM); 340,000 compounds, 0.95% hits; AID 720553, 2013;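 active = maximum activity change below -70%; inconclusive = maximum activity change from -70% to -50%; inactive = maximum activity change above -50%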;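 also: thallium influx rate constant from kinetic fluorescence after stimulation buffer; % is scaled to controls: 0 for no effect and ±100 for the full control effect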
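Normalized rate constant (relative to positive and negative DMSO controls) derived from a 2 min kinetic fluorescence read after stimulation; U2OS cells expressing the 3.1 isoform via virus at 1.77 x 10^8 /mL.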
ELG1 DNA repair = qHTS screen for small molecules that inhibit ELG1-dependent DNA repair in human embryonic kidney (HEK293T) cells expressing luciferase-tagged ELG1; Potency, µM (top dose mostly 46.1 µM), for inactives: at the highest dose activity change, negative = inhibition, most hits filed as inhibitors; 330,000 compounds, 2.3% hits; HEK293T ELG1-luciferase reporter, luminescence, 16 h; DNA damage induced by 5-fluorouridine; also: potency is read from the fitted curve at half-maximal effect; % is scaled to controls: 0 for no effect and ±100 for the full control effect; nearly all actives have a fitted effect of over 55% in size
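Overnight (16 hr) co-exposure of 2,000 cells/well to 5-fluorouridine and compound at 37 °C preceded detection. Luciferase was quantified via ONE-Glo luminescence; loss of signal denotes inhibition.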
Mito fusion yeast = qHTS Assay for Small Molecule Inhibitors of Mitochondrial Division or Activators of Mitochondrial Fusion; S. cerevisiae fusion-defective mutant growth rescue, CellTiterGlo 48 h; Potency, µM (highest dose often 46.1 µM), for inactives: top-dose growth rescue (activation), usual class: activators; 320,000 compounds, 0.23% hits; AID 485298, 2010;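 also: potency is read from the fitted curve at half-maximal effect; % of control where 0% means no effect; nearly all actives have a fitted effect of over 45% in size; temperature-sensitive fusion mutants such as fzo1-1 at 37 °C on non-fermentable ethanol glycerol medium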
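Temperature-sensitive fusion-defective S. cerevisiae (e.g. fzo1-1, mgm1-5) were grown with compound in YPEG medium (3% ethanol, 3% glycerol) for 48 hours at 37C. Growth rescue was measured as viability by CellTiterGlo luminescence after 10 minutes at ambient.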
AT treatment = qHTS Assay for Identifying a Potential Treatment of Ataxia-Telangiectasia; AID 485349, 2010; 320,000 compounds, 0.19% hits; Potency, µM (doses to about 57.5 µM), inactives show at the top dose activation, actives largely listed as activators; […] A-T fibroblasts, KAP-1 phosphorylation AlphaLISA; neocarzinostatin DNA damage 30 min before lysis; also: potency is read from the fitted curve at half-maximal effect; % of control where 0% means no effect; nearly all actives have a fitted effect of over 45% in size
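hTERT-immortalized A-T patient fibroblasts ([…]), 500 cells/well in OPTI-MEM, 1% FBS, got compounds for 60 min, then NCS for 30 min at 37C. Lysates were then assayed for phospho-KAP-1 by AlphaLISA (anti-pKAP1 donor, anti-KAP1 acceptor beads), 6 hr at 25C.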
hERG WT inh = qHTS for Inhibitors of KCHN2 3.1: Wildtype qHTS | U2OS, BacMam KCNH2, thallium flux FluxOr; active compounds read low | 340,000 compounds, 0.37% hits | AID 720551, 2013 | activity change, % at 1.84 µM | Voltage-gated inwardly rectifying potassium channel KCNH2 (Homo sapiens), Q12809;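 active = maximum activity change below -70%; inconclusive = maximum activity change between -70% and -50%; inactive = maximum activity change above -50%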; also: % is scaled to controls: 0 for no effect and ±100 for the full control effect
Target sequence (Q12809 whole entry, looked up): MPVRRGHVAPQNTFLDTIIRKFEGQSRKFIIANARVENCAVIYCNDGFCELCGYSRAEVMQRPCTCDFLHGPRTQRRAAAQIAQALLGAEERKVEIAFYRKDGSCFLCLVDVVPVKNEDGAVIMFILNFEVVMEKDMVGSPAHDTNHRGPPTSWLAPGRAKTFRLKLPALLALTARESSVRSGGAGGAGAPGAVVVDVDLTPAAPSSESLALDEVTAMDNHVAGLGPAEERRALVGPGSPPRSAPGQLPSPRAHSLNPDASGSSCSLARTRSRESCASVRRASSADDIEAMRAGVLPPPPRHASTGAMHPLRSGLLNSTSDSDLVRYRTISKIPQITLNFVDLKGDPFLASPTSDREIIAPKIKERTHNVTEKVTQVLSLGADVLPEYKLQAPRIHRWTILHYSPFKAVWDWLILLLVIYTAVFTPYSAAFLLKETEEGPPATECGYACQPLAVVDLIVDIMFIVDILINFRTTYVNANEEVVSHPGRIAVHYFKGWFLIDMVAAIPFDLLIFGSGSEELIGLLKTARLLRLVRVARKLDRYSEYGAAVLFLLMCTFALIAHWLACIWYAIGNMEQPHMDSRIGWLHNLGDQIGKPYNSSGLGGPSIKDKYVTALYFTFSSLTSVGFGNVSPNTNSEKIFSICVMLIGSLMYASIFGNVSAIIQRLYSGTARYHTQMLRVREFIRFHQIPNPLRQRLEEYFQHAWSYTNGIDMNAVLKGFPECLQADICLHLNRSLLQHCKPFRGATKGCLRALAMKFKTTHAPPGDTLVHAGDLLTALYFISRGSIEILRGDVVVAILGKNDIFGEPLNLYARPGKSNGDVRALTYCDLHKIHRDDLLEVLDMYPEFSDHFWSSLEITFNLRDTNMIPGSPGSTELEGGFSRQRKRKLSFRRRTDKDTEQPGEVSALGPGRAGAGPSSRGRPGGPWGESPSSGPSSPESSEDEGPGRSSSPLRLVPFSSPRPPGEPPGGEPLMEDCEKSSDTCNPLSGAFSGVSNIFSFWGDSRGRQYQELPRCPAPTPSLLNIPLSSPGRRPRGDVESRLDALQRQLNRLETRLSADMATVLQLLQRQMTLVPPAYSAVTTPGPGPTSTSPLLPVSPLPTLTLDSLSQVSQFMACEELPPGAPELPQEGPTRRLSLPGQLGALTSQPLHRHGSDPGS
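U2OS cells were transduced with wild-type KCNH2 virus (2.03 x 10^8 / mL) for 4 h at room temperature, then cultured overnight at 37 C. Thallium flux was read with FluxOr dye. Rate constants were normalized to DMSO controls.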
Eya2 inh = qHTS Assay for Inhibitors of the Phosphatase Activity of Eya2. Protein phosphatase EYA2 (Homo sapiens), O00167. recombinant Eya2, OMFP fluorescence dephosphorylation (OMFP is methylfluorescein phosphate). Potency, µM (highest dose often 76.9 µM), for the others: at the highest dose activity, negative = inhibition, hits mostly inhibitors. 330,000 compounds, 0.006% hits; also: potency is read from the fitted curve at half-maximal effect; % is scaled to controls: 0 for no effect and ±100 for the full control effect
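Eya2 protein (added as 0.2 uM solution) was preincubated with compound for 10 min at ambient temperature in 50 mM HEPES pH 7.5, 50 mM NaCl, 5 uM MgCl2, 0.05% BSA, 1 mM DTT. OMFP (added at 50 uM) then reacted 10 min; fluorescence read at 485/525 nm.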
USP2a block = qHTS Assay for Inhibitors of Ubiquitin-specific Protease USP2a Using CHOP2 as the Reporter | Potency, µM (highest dose often 38.3 µM), inactives show top-dose activity change, negative = inhibition, actives largely listed as inhibitors | Ubiquitin carboxyl-terminal hydrolase 2 (Homo sapiens), O75604 | USP2 core, Ub-CHOP2 coupled fluorogenic reporter, 485/531 | 330,000 compounds, 0.01% hits;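 also: potency is read from the fitted curve at half-maximal effect; plate controls were DMSO wells for no effect and full inhibition by NEM control for full effect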
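Cell-free coupled assay: 10nM USP2 core preincubated 30min RT with compound in Tris-HCl pH 8.0/CaCl2/CHAPS buffer, then 25nM Ub-CHOP2 and 25nM reporter substrate; fluorescence (Ex 485/Em 531) read after 60min RT, normalized to NEM inhibition, concentration-response curves fitted.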
TSHR antag = Antagonists of the Thyroid Stimulating Hormone Receptor: HTS campaign; 330,000 compounds, 0.2% hits; TSHR-expressing cells, TSH-stimulated cAMP HTRF, 2 h; active compounds read low; activity change, negative = inhibition, % at 11.5 µM;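 active = activity change below a set negative limit, meaning inhibition stronger than a set level, cut at about -70% in these data; inconclusive = activity change between two set negative limits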; also: % is scaled to controls: 0 for no effect and ±100 for the full control effect
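Antagonism was scored as loss of TSH-driven cAMP in TSHR cells, stimulated with 4nM TSH (EC80) for 2 hours at 37 deg C and detected by homogeneous HTRF competition immunoassay.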
TCR act = Activators of T cell receptors: qHTS campaign | AID 504894, 2011 | 330,000 tested, under 10 active | Potency, µM (highest dose often 9.22 µM), for the others: top-dose activation of IL-2 secretion, hits mostly activators | primary human leukocytes, anti-CD3, IL-2 HTRF, 48 h; also: % of control where 0% means no effect
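Compounds are tested in HTS on primary human leukocytes co-incubated with a-CD3 beads for 48 hr. IL-2 output is measured by time-resolved FRET.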
TRPV1 agonist = HTS Assay for Compounds that Act as Agonists of the Vanilloid Receptor 1 | Transient receptor potential cation channel subfamily V member 1 (Homo sapiens), Q8NER1 | activation, % at 8.33 µM | TRPV1-expressing cells, Fluo-8 calcium influx, agonist mode | AID 540275, 2011 | 320,000 compounds, 0.19% hits; in the data active = activation above about 80%; inconclusive = between about 30% and that limit; also: 0% is about no effect
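Cells expressing TRPV1 were dye-loaded with Fluo-8 and read kinetically: 10 s baseline, 3 min after compound (agonist portion), then 2 min after EC20 capsaicin (allosteric enhancer portion). Calcium-bound dye fluorescence at 480/520 nm.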
* = called active by the depositor; u = inconclusive; x = no result given; [ ] = dose if it differs, or a comment. Unless noted, calls follow the shape of the dose curve; as a rule, active = well fitted curve in the direction sought with a large enough effect; inconclusive = small, poorly fitted or top-dose-only effect, or another doubt; inactive = no such curve, though single readings can be large; an effect the other way counts as inactive or inconclusive. A portion of the library; the hit share may differ from the screen's.

No.	Compound	TSHR antag	hERG WT inh	Eya2 inh	TRPV1 agonist	Mito fusion yeast	ELG1 DNA repair	USP2a block	TCR act	KCNH2 3.1 block	AT treatment
1	O=C(NCCN1CCOCC1)c1ccc(F)cc1	3	-2	1%	-3	2%	21%	1%	-2%	-14	1%
2	Cc1cc(C)nc(N2C(=O)CC(Cc3ccccc3)C2=O)n1 (centres undefined)	7	-27	u	-2	-2%	9%	-1%	-4%	-15	1%
3	CCOC(=O)CCC(=O)NNC(=O)COc1ccc(C(C)C)cc1Br	-3	2	-2%	-5	-3%	18%	1%	-3%	5	-3%
4	Cc1cccc(Nc2nc(-c3ccccc3)c(C(=O)Nc3cccnc3)s2)c1	-3	6	-5%	15	7%	13µM*	1%	13%[46.1 µM]	-35	3%
5	Cc1[nH]c2ccccc2c1C(=O)C(=O)N1CCN(c2cccc(Cl)c2)CC1	-5	-28	u	3	5%	-6%	3%	-3%	-1	-5%
6	CCOC(=O)c1ccccc1NC(=O)CCNC(=O)Cn1cnc2ccccc2c1=O	6	-32	2%	5	2%	0%	-1%	0%	-42	-5%
7	CN(C)CCCN(C(=O)c1ccco1)c1nc(-c2ccc(Cl)cc2)cs1	-121*	1	2%	18	2%	6%	-4%	-2%	-80*	9%
8	O=C(CNC1CCCCCC1)Nc1ccc(N2CCCC2)cc1	-12	x	0%	1	-2%	8%	2%	x	x	-8%
9	NS(=O)(=O)c1cccc(NC(=O)c2ccc(NS(=O)(=O)c3cccc([N+](=O)[O-])c3)cc2)c1	13	2	2%	x	x	0%	-1%	-6%	-5	0%
10	CN(CC(=O)NCc1ccccn1)S(=O)(=O)c1ccc(F)cc1	-8	3	-14%	0	-6%	4%	-2%	1%	3	3%
11	CCOCCCNC(=O)c1ccc2c(c1)ncn2C1CCCC1	0	-7	-28%	-3	-4%	u	0%	-3%	-1	4%
12	C=Cn1cc[n+](CC(=O)c2ccc(OC)c(OC)c2)c1	47	1	0%	-7	1%	2%	0%	-4%	-2	0%
13	CN(c1ccccc1)S(=O)(=O)c1ccc(NC(=S)Nc2ccccc2)cc1	-10	-15	6%	5	0%	-3%	2%	2%	-6	0%
14	COC(=O)c1ccc(OC(=O)C2CSC3(C)CCC(=O)N23)cc1 (centres undefined)	1	-2	11%	3	6%	12%	0%	-4%	-11	-5%
15	CCOC(=O)CC(NC(=O)CCc1c(C)nc2ncnn2c1C)c1ccc(OC(C)C)cc1 (centres undefined)	-2	4	11%	-6	9%	4%	1%	-2%	x	-2%
16	COC(=O)c1sc(S(=O)(=O)N2CCCCC2C(=O)O)c(C(=O)OC)c1C (centres undefined)	-1	0	3%	0	2%	0%	5%	0%	-5	1%
17	CCCCNC(=O)c1cccc(NC(=O)C(=O)c2ccccc2NC(C)=O)c1	-7	2	-2%	-4	2%	-18%	-2%	1%[46.1 µM]	-13	-3%
18	C=CCn1c(SCC(=O)NC(=O)NC2CCCC2)nnc1C1CCCCC1	22	3	-26%	-1	-2%	-1%	2%	0%	-13	-2%
19	Cc1ccc(S(=O)(=O)c2cnc(-c3ccccc3)nc2Oc2ccccc2)cc1	-3	x	8%	12	0%	6%	4%	x	x	0%
20	O=C(CCCN1C(=O)/C(=C/c2ccccc2)SC1=S)NCCCn1ccnc1	0	8	0%	2	1%	0%	1%	-5%	26	-10%
21	O=[N+]([O-])c1cccc(N/N=C/c2ccc(N3CCOCC3)cc2)c1	-6	-5	1%	5	-30%	u	-1%	4%	-6	2%
22	CCOC(=O)C1CCN(c2c(C(=O)c3ccccc3)cnc3ccc(Cl)cc23)CC1	4	-1	1%	3	-8%	-9%	-1%	1%	9	8%
23	Cc1cc(C(=O)COC(=O)c2cccc(O)c2)c(C)n1C1CC1	-8	0	u	21	1%	u	0%	-5%	-9	-3%
24	COc1ccc(N2CC(NC(=O)c3cccc4ccccc34)CC2=O)cc1OC (centres undefined)	6	-8	-1%	3	0%	7%	0%	-1%	-6	0%
25	Cc1ccc(-c2cc(C(=O)N3CCN(c4ccccc4O)CC3)c3ccccc3n2)o1	-12	8	-12%	1	0%	4%	0%	-11%	-5	4%
26	COc1cccc(CNC(=O)C(C)n2nc(C)n3c(cc4occc43)c2=O)c1 (centres undefined)	6	1	0%	0	1%	2%	-1%	-7%	11	12%
27	COc1ccc(NC(C)C(=O)Nc2ccc(C#N)cc2)cc1Cl (centres undefined)	-1	-3	12%	25	4%	u	0%	-1%	2	2%
28	Cc1nn(Cc2ccc(F)cc2)c(C)c1NC(=O)c1cc(-c2ccco2)on1	20	-10	19%	11	2%	18%	-9%	8%	3	13%
29	COc1cc(C2=NC(CO)(CO)CO2)cc(OC)c1OC	6	10	-6%	1	2%	u	-4%	-16%	u	5%
30	N/C(=N\OC(=O)Cc1cccs1)c1cccc([N+](=O)[O-])c1	-1	0	-11%	16	1%	u	0%	1%[46.1 µM]	1	7%
31	C#CCOCCOCCOCCNc1nc(N2CCN(C(=O)CCCCCCCCCCNC(=O)[C@H](CCCCN)n3cc(CCCC(=O)O)nn3)CC2)nc(N2CCN(C(=O)CCCCCCCCCCNC(=O)[C@H](CCCCN)n3cc(CCCC(=O)O)nn3)CC2)n1	0	5	-18%	4	-4%	11%	-3%	-5%	10	26%
32	O=C(Cn1c(C(F)(F)F)nc2ccccc21)c1ccc(Br)cc1	-17	0	1%	-2	-1%	-30%	-1%	-6%	7	9%
33	CC(=O)NCC(=O)OCC(=O)Nc1nc(-c2ccccc2)cs1	-5	-9	-1%	2	-4%	u	2%	-4%	-7	1%
34	O=C1CCCN1C(=O)CSc1nnnn1-c1ccccc1	-1	-16	28%	1	-4%	7%	3%	-11%	-16	0%
35	CCCCP(=O)(c1ccccn1)c1ccccn1	-6	-10	8%	-2	-1%	5%	1%	0%	2	1%
36	COc1ccc(CC(CN)c2ccccc2)cc1 (centres undefined)	17	-2	4%	5	-1%	u	-1%	1%	-23	3%
37	C=CCNC(=S)N1CCN(CCNC2=CC(=O)CC(C)(C)C2)CC1	2	3	17%	-1	3%	2%	0%	-3%	1	1%
38	CC(OC(=O)Cn1[nH]c(=O)c2ccccc2c1=O)C(=O)NC1(C#N)CCCCC1 (centres undefined)	42	-10	7%	-5	7%	0%	2%	0%	4	17%
39	CC1CC(C)(C)NC(=S)N1CCCC(=O)N1CCN(c2ccccc2F)CC1 (centres undefined)	2	-5	-11%	-2	-8%	-5%	5%	-1%	3	0%
40	CCOc1ccc(Nc2nc(N)nc(CCl)n2)cc1	2	0	6%	1	-9%	u	0%	4%	3	-7%

Values in list order from above.
Entries 26 to 35 in ELG1 DNA repair read 2%, u, 18%, u, u, 11%, -30%, u, 7%, 5%

Next section
No.	Compound	TSHR antag	hERG WT inh	Eya2 inh	TRPV1 agonist	Mito fusion yeast	ELG1 DNA repair	USP2a block	TCR act	KCNH2 3.1 block	AT treatment
41	O=C(NC12CC3CC(CC(C3)C1)C2)c1ccc(-c2ccccc2Cl)o1	-14	26	5%	u	-12%	u	3%	-8%	3	3%
42	C[C@H](NC(=O)[C@@H]1CSC2c3ccccc3C(=O)N21)C(=O)NCc1c(F)cccc1Cl (some centres undefined)	29	13	15%	-10	3%	-1%	0%	-1%	1	2%
43	Cc1ccc(S(=O)(=O)NCC(C)NS(C)(=O)=O)cc1 (centres undefined)	6	17	-5%	-5	0%	-17%	0%	-6%	-5	-4%
44	CC(C)Oc1ccc(NC(=O)C2CCCNC2=O)cc1 (centres undefined)	6	-9	1%[15.4 µM]	1	1%	21%	0%	1%	9	16%
45	CCN(CC)S(=O)(=O)c1cccc(NN=c2c(=O)c3ccccc3c2=O)c1	26	4	25%	-1	-7%	0%	1%	-9%	33	u
46	CC(Sc1n[nH]c(=O)n1Cc1ccccc1)C(=O)NC1CCCCC1C (centres undefined)	6	0	4%	-1	3%	5%	1%	-43%	-5	4%
